# Assay outcomes from PubChem.
# hIAP block – blocks human intestinal alkaline phosphatase; P09923; purified IAP, CDP-Star luminescence, 30 min; inhibition, % at 10 µM; 330,000 compounds, 0.12% hits;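 active = inhibition reaching a set limit with compound at 10 µM in the primary screen, cut at about 35% in these data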;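 note: plate controls were DMSO wells with enzyme for no effect and no-enzyme buffer wells for full effect; values of inactives mirror those of a sister screen read the other way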
# Target sequence (P09923 whole entry, looked up): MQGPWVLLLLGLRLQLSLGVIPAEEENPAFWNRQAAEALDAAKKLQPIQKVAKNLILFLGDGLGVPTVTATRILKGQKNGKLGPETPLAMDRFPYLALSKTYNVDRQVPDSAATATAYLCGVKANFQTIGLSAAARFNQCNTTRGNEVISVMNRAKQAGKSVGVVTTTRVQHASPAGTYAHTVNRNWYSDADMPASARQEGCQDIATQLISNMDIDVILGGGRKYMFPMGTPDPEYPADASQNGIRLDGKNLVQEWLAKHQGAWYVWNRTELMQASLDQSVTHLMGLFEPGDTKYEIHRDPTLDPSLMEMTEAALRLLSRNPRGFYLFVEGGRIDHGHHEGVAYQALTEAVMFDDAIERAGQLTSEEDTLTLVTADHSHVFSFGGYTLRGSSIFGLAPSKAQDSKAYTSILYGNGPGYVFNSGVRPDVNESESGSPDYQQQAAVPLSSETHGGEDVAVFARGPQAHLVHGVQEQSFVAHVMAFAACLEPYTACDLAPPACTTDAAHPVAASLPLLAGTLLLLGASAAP
# mIAP block – blocks mouse intestinal alkaline phosphatase; purified mouse IAP, CDP-Star luminescence, 30 min; inhibition, % at 10 µM; 330,000 compounds, 0.2% hits;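 active = inhibition of at least 40% at 10 µM in the primary screen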;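 note: plate controls were DMSO with enzyme for no effect and no enzyme wells for full effect; values of inactives mirror those of a sister screen read the other way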
# APOBEC3A inh – human APOBEC3A DNA deaminase inhibition. P31941. recombinant A3A, FAM/TAMRA ssDNA deamination fluorescence. inhibition, % at 20 µM. 330,000 compounds, 0.41% hits;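 active = at least 40% inhibition at 20 µM here, with at most 30% in a related deaminase screen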;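 note: plate controls were A3A with DMSO for no effect and wells lacking A3A enzyme for full effect; some results filed as inactive read as strong as hits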
# tim10-1 inh – tim10-1 yeast growth inhibition; S. cerevisiae tim10-1 ts strain growth, BacTiter-Glo, 24 h; inhibition, % at 20 µM; 330,000 compounds, 2.2% hits;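 active = inhibition of at least 40%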;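 note: mutant grown at 25 °C; 0% = DMSO wells with yeast and 100% = wells holding no yeast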
# APOBEC3G inh – APOBEC3G (human) deaminase inhibition. AID 493012. inhibition, % at 20 µM. 330,000 compounds, 0.28% hits. recombinant A3G, ssDNA deamination FAM/TAMRA fluorescence;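 active = inhibition of at least 40% at 20 µM, with no more than 30% in the related APOBEC3A deaminase screen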;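 note: plate controls were DMSO wells with A3G for no effect and wells lacking A3G enzyme for full effect; some compounds called inactive have numbers as strong as hits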
# Target sequence (Q9HC16 whole entry, looked up): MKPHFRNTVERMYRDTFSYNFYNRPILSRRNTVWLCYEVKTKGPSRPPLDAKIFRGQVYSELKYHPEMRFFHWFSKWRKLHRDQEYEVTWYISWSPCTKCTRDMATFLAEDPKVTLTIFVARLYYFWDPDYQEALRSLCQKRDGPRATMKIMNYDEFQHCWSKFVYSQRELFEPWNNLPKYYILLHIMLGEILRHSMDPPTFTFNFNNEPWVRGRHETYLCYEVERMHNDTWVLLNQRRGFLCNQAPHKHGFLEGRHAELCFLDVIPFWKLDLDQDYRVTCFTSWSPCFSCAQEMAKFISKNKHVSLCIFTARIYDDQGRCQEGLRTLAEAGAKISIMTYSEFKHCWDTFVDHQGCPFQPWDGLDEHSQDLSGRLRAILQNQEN
# mIAP act – increases mouse intestinal alkaline phosphatase activity. activation factor at 10 µM. 330,000 compounds, 0.24% hits. muIAP, CDP-Star luminescence, 30 min; stronger effect = higher value; 1 = vehicle-only enzyme signal, 0 = enzyme-free wells;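 active = activation factor of at least 2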; note: the source names both 10 and 20 µM as test concentration; values of inactives mirror those of a sister screen read the other way
#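 System: Mouse IAP enzyme | Also added: CDP-Star substrate | Dosing: Compounds dispensed in DMSO | Schedule: 30 min enzyme-substrate-compound incubation at room temperature | Technique: Chemiluminescence readout | Control set: DMSO-only wells and no-enzyme negative control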
# MIN6 prolif – induces beta-cell replication in MIN6 cells | 330,000 compounds, 0.29% hits | AID 2380 | proliferation, % at 10 µM | MIN6 cells proliferation, ATPlite luminescence, 48 h; cells starved in 0.2% serum; 100% = growth in 10% serum;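 active = compounds whose signal lies at least 3.5 SD above the mean of all wells on their plate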;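 note: 0% = DMSO-treated cells in low-serum medium and 100% = 10% serum control; some compounds called inactive have numbers as strong as hits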
# NLRP3 yeast inh – inhibitors of NALP3 inflammasome in yeast; Yeast reconstituted NLRP3/ASC/caspase-1, beta-gal luminescence, 24 h; inhibition, % at 10 µM; 330,000 compounds, 0.39% hits;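 active = inhibition of 50% or more; inactive = inhibition below 50%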;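 note: plate controls were induced DMSO wells for no effect and uninduced yeast grown without galactose for full effect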
# TIM10 inh – TIM10 yeast growth inhibition | AID 463195 | S. cerevisiae TIM10 strain growth, BacTiter-Glo luminescence, 24 h | inhibition, % at 10 µM | 330,000 compounds, 1.4% hits;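 active = inhibition of 40% or more at the single tested concentration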;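 note: wild-type TIM10 isogenic control strain grown at permissive 25 °C; 0% = DMSO yeast wells and 100% = minimal medium wells without yeast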
# Numbers without * were called inactive. The order is random. About 4.6% of those tested had a hit in this group.
canonical_smiles,hIAP block,mIAP block,APOBEC3A inh,tim10-1 inh,APOBEC3G inh,mIAP act,MIN6 prolif,NLRP3 yeast inh,TIM10 inh
Cc1cccc2c(CC(=O)O)noc12,10,-2,6,18,4,1,-3,3,9
CCc1nnc(NS(=O)(=O)c2ccc(NC(=O)c3cccc(OC(F)(F)C(F)F)c3)cc2)s1,1,9,0,11,2,0.91,1,1,2
O=C(COc1ccc(Cl)cc1)Nc1ccc(Cl)cn1,8,-3,2,17,1,1,-2,4,3
COc1ccccc1CCc1nnc(CCC(=O)NC(C)Cc2cccs2)o1 (stereo not drawn),1,-2,1,17,-2,1,-2,1,13
COc1cc2c(c(OC)c1OC)-c1c(cc3c(c1O)OCO3)C[C@@H](C)[C@@H](C)C2,0,3,-2,34,-1,0.97,-5,14,18
Cc1cc(C)c(NC(=O)c2ccc(CN3CCc4ccccc4C3)cc2)c(C)c1,7,-4,2,7,-1,1,-3,20,-26
CC(NC(=S)NC(=O)c1ccccc1)c1ccccc1 (stereo not drawn),3,-8,-2,28,-1,1.1,-4,4,1
CCCCCCn1c(SCCCC)nc2c1c(=O)[nH]c(=O)n2C,-25,1,4,-16,-5,0.99,4,8,-4
C[C@]12CCC(O)CC1=CCC1C2CC[C@]2(C)/C(=N\NC(N)=S)CCC12 (stereo partly drawn),-14,6,-6,-6,-12,0.94,-6,39,-30
Cc1nn2cnnc2c(C)c1Cc1ccc(Cl)cc1,6,-2,-1,-4,-8,1,1,15,-15
Cc1cc(C)c(OCCN2CCOCC2)c(Cl)c1,-8,4,-2,-2,0,0.96,-3,30,-23
COc1cc(OC)cc(C(=O)NCCCN2CCN(CCCNC(=O)c3cc(OC)cc(OC)c3)CC2)c1,8,0,0,-20,-4,1,-1,-5,2
CCOc1cc(C2C3=C(CC(C)(C)CC3=O)Nc3n[nH]c(C)c32)ccc1O (stereo not drawn),0,1,-2,1,-3,0.99,-5,11,3
COc1ccc(-c2cc(-c3ccc(O)cc3)nc(N)c2C#N)cc1OC,-10,-2,-1,10,-10,1,2,4,18
CCN(CC)P(=O)(Nc1ccc(SC(F)F)cc1)c1ccc(N(C)C)cc1NC(=O)c1ccco1 (stereo not drawn),7,-13,-5,5,-12,1.1,-5,23,19

# (more compounds)
canonical_smiles,hIAP block,mIAP block,APOBEC3A inh,tim10-1 inh,APOBEC3G inh,mIAP act,MIN6 prolif,NLRP3 yeast inh,TIM10 inh
CC(C)CNC(=O)c1ccccc1Oc1ccccc1,-11,5,-4,2,-6,0.95,0,-18,-11
CN(C)CC(C)(C)NS(=O)(=O)c1ccc(Cl)cc1,-36,-6,-2,19,4,1.1,-2,15,-7
COc1ccc(C(C)(C)C)cc1NC(=O)CNc1cccc2ccccc12,-13,4,-1,30,2,0.96,0,26,32
CCCCCCCNC(=O)C1(CC2CC(c3ccc(Cl)cc3)=NO2)CCNCC1 (stereo not drawn),20,5,-2,16,-6,0.95,-8,-2,3
C=CCNC(=S)/C(=C(\[O-])c1ccc(Cl)cc1)[n+]1ccccc1,-8,8,-3,-9,-5,0.92,0,22,-1
CCOc1ccccc1/C=C(/NC(=O)c1ccccc1)C(=O)NC(C)c1ccccc1 (stereo not drawn),8,1,-6,33,-5,0.99,0,-7,-2
O=C(CSc1ncn[nH]1)N1CCN(S(=O)(=O)c2ccc(Cl)cc2)CC1,5,2,1,4,-5,0.98,3,-4,-8
COCCSc1ccccc1C(=O)N1CCc2ccccc21,-16,4,-3,10,17,0.96,0,-2,11
COc1ccc(F)cc1S(=O)(=O)Nc1cc2c3c(c1)CCN3C(=O)CC2,1,-9,1,2,2,1.1,1,21,-1
COc1ccc(C(C)=O)cc1COc1cccc2c1OC(C)(C)C2,8,10,-2,15,-6,0.9,1,-3,7
Cc1ccc(CC(=O)O/N=C(\N)c2ccncc2)cc1,-15,3,1,6,1,0.97,2,14,13
CCSc1nnc(NC(=O)CSc2nnc(Cc3cccn3C)n2CCc2ccccc2)s1,7,0,0,10,-3,1,-3,2,4
CCOc1ccc(S(=O)(=O)NCCC(=O)NCc2cccnc2)cc1,-5,2,2,6,4,0.98,2,8,13
CC(C)OC(=O)CC(=O)c1sc2nc3c(cc2c1N)CN(C)CC3,-67,4,6,26,18,0.96,-1,-1,9
CCOc1ccc(-n2c(SC)nc3c(c2=O)SCC3)cc1,-2,4,-3,6,0,0.96,-1,15,3

# The listing continues:
canonical_smiles,hIAP block,mIAP block,APOBEC3A inh,tim10-1 inh,APOBEC3G inh,mIAP act,MIN6 prolif,NLRP3 yeast inh,TIM10 inh
CCc1cc(C(=O)OC)c(NC(=O)CC2NCCNC2=O)s1 (stereo not drawn),-3,-1,-4,16,-4,1,-1,-9,-16
CCCCOc1ccc(CNC(=S)N/N=C/c2ccc(OC)c(OC)c2)cc1,7,18,-9,28,-9,0.82,-3,17,11
O=C1c2ccccc2C(=O)c2c1cccc2N1CCN(CCO)CC1,3,-1,6,16,-4,1,7,15,12
COc1cc(C2c3c(-c4ccccc4)n[nH]c3C(=O)N2c2ccc(C(=O)O)cc2)ccc1O (stereo not drawn),10,-6,-2,-2,-7,1.1,-1,11,2
O=C1C(=O)N(CNc2cccnc2)c2ccccc21,-10,-12,-1,20,-4,1.1,-3,20,-7
CC1=C(C(=O)N2CCCC(CCC(=O)NCc3ccc(F)c(F)c3)C2)OCCO1 (stereo not drawn),-10,0,-6,-4,-5,1,-3,9,-7
O=C1CC(C(=O)N2CCCc3ccccc32)CN1c1ccc(F)cc1 (stereo not drawn),-9,2,-1,-17,-7,0.98,1,6,-5
O=C(NCCCSc1ccccc1)c1cnc(Cl)c(Cl)c1,5,-5,-1,-11,-7,1.1,-3,17,-4
COc1ccccc1NC(=O)C1CCN(S(=O)(=O)c2ccc3c(c2)NC(=O)C(C)S3)CC1 (stereo not drawn),3,2,-2,10,-3,0.98,2,3,-7
Cc1noc(C)c1COC(=O)c1ccc2c(c1)OCCO2,11,7,-3,3,-4,0.93,2,35,-4
O=C(NN=Cc1c(F)cccc1F)c1ccccc1NS(=O)(=O)c1cccs1,-10,11,-4,15,-3,0.89,-2,14,7
CCCNC(=O)c1nc(C)n(-c2cc(Cl)cc(Cl)c2)n1,7,-3,-3,7,-10,1,1,1,-15
CNc1ccc(Br)cc(C(=O)/C=C/c2ccc(Cl)cc2Cl)c1=O,1,0,24,32,16,1,-5,3,23
COc1ccc(/C=C/C(=O)Nc2ccccc2C(N)=O)cc1S(=O)(=O)N1CCOCC1,-15,-3,2,3,-6,1,-1,-6,5
CCOC(=O)c1cnc2ccccc2c1Nc1ccc(C(=O)O)cc1,0,8,-1,-4,-13,0.92,-1,22,-5

# Additional records.
canonical_smiles,hIAP block,mIAP block,APOBEC3A inh,tim10-1 inh,APOBEC3G inh,mIAP act,MIN6 prolif,NLRP3 yeast inh,TIM10 inh
COc1ccccc1NC(=O)COC(=O)c1cnccn1,-11,-4,-2,2,-5,1,-1,4,-9
COC(=O)[C@]1(Cc2ccccc2)N[C@H](CN(C)S(=O)(=O)c2ccc(OC(F)(F)F)cc2)[C@@H]2C(=O)N(C)C(=O)[C@@H]21,-7,2,4,7,2,0.98,-1,-2,6
O=C(Nc1ccc(C(F)(F)F)cc1)c1cc(S(=O)(=O)NCC2COc3ccccc3O2)ccc1F (stereo not drawn),14,13,-2,2,-5,0.87,-5,-3,42*
CCOc1ccc2[nH]c3c(=O)n(CCC4=CCCCC4)cnc3c2c1,-6,-6,-6,3,-5,1.1,-1,3,-18
CCCN(CCC)C(=O)CSc1nc2n[nH]c(C)c2c(=N)n1-c1ccc(OC)cc1,-10,-28,-3,25,-2,1.3,-4,21,20
OCC[C@@H]1C[C@H](O)[C@@H](O)[C@]2(Cc3ccccc3O2)O1,6,-10,-2,-19,-5,1.1,5,2,-7
CC(=O)Nc1ccc(N2C(=O)CC(N3CC(C)OC(C)C3)C2=O)cc1 (stereo not drawn),-12,-2,-5,9,-7,1,-5,-9,-6
Cc1csc(NC(=O)CSc2nnc(-c3ccco3)n2C)n1,-3,-2,-2,10,-6,1,-3,5,-10
CCC(C)[C@H]1CNC(=S)N1CCc1cc(C(F)(F)F)cc(C(F)(F)F)c1 (stereo partly drawn),-17,2,-2,24,-4,0.98,-8,16,8
COc1ccc(S(=O)(=O)N(C)C[C@H]2Oc3c(NC(=O)Nc4ccc(C(F)(F)F)cc4)cccc3C(=O)N([C@H](C)CO)C[C@@H]2C)cc1,-17,-49,0,29,1,1.5,-6,4,-6
COc1ccc(-c2[nH]ncc2/C=C(/C#N)C(=O)NC2CCCCC2)cc1,-22,0,1,34,-2,1,-1,4,23
CC(=O)N1Cc2ccccc2C(C)CC12CCCCC2 (stereo not drawn),2,-1,1,27,2,1,0,-14,-16
Cc1c(Cl)cccc1N/C(=N/S(=O)(=O)c1cccs1)c1ccccc1,6,11,0,17,-3,0.89,-1,-14,33
O=C(NCc1ccc2c(c1)OCO2)c1ccc(CSCc2ccccc2Cl)o1,9,-18,-3,15,-9,1.2,-4,23,8
COc1ccccc1CNCC(O)(c1ccc(F)cc1)c1ccc(F)cc1,11,-1,-4,28,-8,1,-5,14,15

# Other records.
canonical_smiles,hIAP block,mIAP block,APOBEC3A inh,tim10-1 inh,APOBEC3G inh,mIAP act,MIN6 prolif,NLRP3 yeast inh,TIM10 inh
CCN(CC)S(=O)(=O)c1ccc2c(c1)nc(CCC(=O)OCC(=O)Nc1c(F)cccc1F)n2C,4,8,0,11,-5,0.92,0,13,-3
O=C(Nc1ccc(Br)cc1)C1CCC(=O)N1Cc1ccccc1Cl (stereo not drawn),26,-26,0,3,-6,1.3,-1,17,5
Cc1cc(NC(=O)CN(C)S(=O)(=O)c2cnc[nH]2)ccc1Br,-5,-1,-2,-7,-2,1,-1,-5,-2
COc1cc(CC(=O)OCC(=O)NCc2cccs2)cc(OC)c1OC,0,-1,-5,5,-8,1,-1,10,7
CCOC(=O)CNC(=S)N1CCn2c(nc3ccccc32)C1,4,0,0,-14,-2,0.99,3,6,-5
Cc1c(Cl)cccc1NC(=O)C1C2C=CC(C2)C1C(=O)O (stereo not drawn),0,-1,-3,15,-5,1,1,-6,3
Cc1ccc(S(=O)(=O)NC2=NCN(CCOC(=O)c3ccccc3)CN2)cc1,7,11,-3,2,-6,0.89,2,1,-13
COc1ccc(-c2nc(SC)n(C(=O)c3ccco3)n2)cc1,-17,3,-6,27,-6,0.97,-2,3,42*
O=c1c2cn[nH]c2[nH]c(=S)n1-c1ccccc1,-14,0,-14,-4,-12,1,-2,6,10
NCCCC[C@H]1CN=C(N)N1CCc1cccc2ccccc12,7,3,0,-26,-6,0.97,-1,19,-1
C#CCOCCOCCOCCNc1nc(N2CCN(C(=O)[C@H]([C@@H](C)CC)n3cc([C@@H](N)Cc4ccc(O)cc4)nn3)CC2)nc(N2CCN(C(=O)[C@H](Cc3cc4ccccc4[nH]3)n3cc([C@@H](N)C(C)CC)nn3)CC2)n1 (stereo partly drawn),20,-39,-1,9,-9,1.4,-4,11,-9
O=C(c1cccc(Cl)c1)C1CCCN(Cc2ccc(N3CCNC3=O)cc2)C1 (stereo not drawn),14,-2,-1,1,-8,1,-2,19,-8
NC(=O)[C@@H]1[C@@H]2C(=O)N(c3ccc(F)cc3)C(=O)[C@@H]2[C@H]2C=Cc3ccccc3N21,-14,-4,13,-6,-9,1,-4,19,3
Cc1ccnc(NC(=O)CCC2CCCCC2)c1,-1,-4,-3,23,-5,1,-4,15,21
